HEK293 tox: cytotoxic compounds in HEK 293 cells; HEK 293 viability, ATP luminescence (CellTiter-Glo), 48-72 h; Potency, µM (top dose mostly 115 µM), without a hit: at the highest dose activity change, negative = cytotoxicity, hits mostly inhibitors; 94,000 compounds, 6.6% hits; also: potency is read from the fitted curve at half-maximal effect; nearly all actives have a fitted effect of over 60% in size
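qHTS cytotoxicity; HEK 293, 250 cells/well; compound pinned; 48 or 72 hr, 37 degree Celsius, 5% CO2, 95% humidity; CellTiter-Glo, 10 min RT; luminescence (ATP).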
Luciferase inh: blocks purified firefly luciferase enzyme activity; P08659; purified P. pyralis luciferase, luminescence, biochemical; Potency, µM (series often up to 115 µM), without a hit: at the highest dose activity change, negative = inhibition, hits mostly inhibitors; 76,000 compounds, 2.5% hits; also: potency is read from the fitted curve at half-maximal effect; nearly all actives have a fitted effect of over 65% in size
Target sequence (P08659 whole entry, looked up): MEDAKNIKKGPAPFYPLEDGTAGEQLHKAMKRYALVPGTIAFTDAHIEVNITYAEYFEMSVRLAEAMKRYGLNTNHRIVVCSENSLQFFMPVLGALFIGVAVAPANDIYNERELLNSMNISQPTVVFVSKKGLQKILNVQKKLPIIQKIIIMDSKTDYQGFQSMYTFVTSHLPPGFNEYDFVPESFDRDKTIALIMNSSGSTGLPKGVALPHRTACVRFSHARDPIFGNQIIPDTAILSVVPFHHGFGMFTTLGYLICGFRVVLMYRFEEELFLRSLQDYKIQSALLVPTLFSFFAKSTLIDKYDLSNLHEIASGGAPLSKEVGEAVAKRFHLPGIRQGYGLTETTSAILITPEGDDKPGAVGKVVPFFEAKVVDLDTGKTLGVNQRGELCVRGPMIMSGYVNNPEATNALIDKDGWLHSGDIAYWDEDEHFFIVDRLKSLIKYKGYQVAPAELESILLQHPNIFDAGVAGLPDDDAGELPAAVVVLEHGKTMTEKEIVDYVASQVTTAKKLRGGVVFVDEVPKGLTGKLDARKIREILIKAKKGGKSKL
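Cell-free enzyme assay, 10nM P. pyralis luciferase, luciferin and ATP each at 10uM. Inhibition profiled over a 6-point titration, read as luminescence.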
IP6K1 inhibitor: IP6K1 kinase inhibition | Q92551 | IP6K1 kinase, ADP-Glo luminescence, 2 h; hits give low values | 140,000 compounds, 0.81% hits | activity change, % (series mostly up to about 58 µM); in the data active = activity change below about -25%
Target sequence (Q92551 whole entry, looked up): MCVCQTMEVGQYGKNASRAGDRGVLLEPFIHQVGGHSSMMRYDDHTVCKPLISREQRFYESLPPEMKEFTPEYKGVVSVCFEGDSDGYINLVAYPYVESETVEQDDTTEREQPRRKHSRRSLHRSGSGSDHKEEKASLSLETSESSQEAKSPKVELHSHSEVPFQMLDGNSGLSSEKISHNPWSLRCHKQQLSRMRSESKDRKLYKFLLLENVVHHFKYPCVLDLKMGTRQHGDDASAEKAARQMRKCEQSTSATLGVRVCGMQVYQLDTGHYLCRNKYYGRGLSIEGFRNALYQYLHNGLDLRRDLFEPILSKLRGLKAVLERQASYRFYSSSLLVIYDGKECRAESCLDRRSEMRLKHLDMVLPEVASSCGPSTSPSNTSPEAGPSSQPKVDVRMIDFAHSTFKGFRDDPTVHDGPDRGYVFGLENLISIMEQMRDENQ
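ADP-Glo luminescence measures ADP made by human IP6K1 during a 2 h RT reaction with ATP/IP6 (mix at 1.3 mM/130 uM); top library doses 57.5 and 19.1 uM final.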
SNCA expr inh: SNCA gene expression inhibition; HEK-293 SNCA-luciferase knock-in, luminescence, 24 h; Potency, µM (highest dose often 57.2 µM), for the others: at the highest dose activity change, negative = inhibition, most hits filed as inhibitors; 140,000 compounds, 0.17% hits;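 also: potency is read from the fitted curve at half-maximal effect; plate controls were DMSO cells for no effect and cell-free wells for full effect; nearly all actives have a fitted effect of over 45% in size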
HEK293 viab: cell viability loss counter-screen; 150,000 compounds, 0.12% hits; Potency, µM (series often up to 57.1 µM), without a hit: top-dose activity change, negative = cytotoxicity, hits mostly cytotoxic; HEK-293-SNCA-luc viability, GF-AFC fluorescence, 24 h;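 also: potency is read from the fitted curve at half-maximal effect; 0% = DMSO-treated cells and -100% = medium-only wells without cells; nearly all actives have a fitted effect of over 30% in size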
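Cytotoxicity counterscreen: after 24 h compound treatment of genome-edited SNCA-luciferase HEK-293 cells, live-cell protease substrate GF-AFC read by fluorescence after 30 min; activity scaled between DMSO (0%) and medium-only (-100%), curves Hill-fitted.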
GPT2 inh: blocks human glutamate pyruvate transaminase 2 | Q8TD30 | Recombinant GPT2, coupled pyruvate oxidase/HRP Amplex Red fluorescence | Potency, µM (doses to about 57.7 µM), for inactives: at the highest dose activity change, negative = inhibition, usual class: inhibitors | 100,000 compounds, 0.25% hits | AID 1671188; also: potency is read from the fitted curve at half-maximal effect; nearly all actives have a fitted effect of over 60% in size; many of its hits are not listed in these tables
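Fluorescence of coupled pyruvate oxidase/HRP/Amplex Red system (50uM Amplex, 30 min, dark) reports pyruvate formed by GPT2. Enzyme reaction: 10ng/uL GPT2, 2mM L-alanine, 250uM a-KG, 30 min room temperature, pH 7.5; 50uM AOA control.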
NIH3T3 tox: NIH 3T3 cell cytotoxicity | NIH 3T3 viability, CellTiter-Glo ATP luminescence, 48-72 h | Potency, µM (top dose mostly 96.7 µM), for inactives: at the highest dose activity change, negative = cytotoxicity, usual class: inhibitors | AID 1345082 | 94,000 compounds, 4.3% hits; also: potency is read from the fitted curve at half-maximal effect; nearly all actives have a fitted effect of over 55% in size
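Mouse fibroblast NIH 3T3 cells, 400 per well, received compound via pintool and were incubated for 48 or 72 hr prior to CellTiter-Glo ATP luminescence measurement.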
* marks the source's active call; other numbers are inactive results; i = inactive; ? = inconclusive; . = no result given; [ ] = dose if it differs, or a comment. Unless noted, calls follow the shape of the dose curve; as a rule, active = well fitted curve in the direction sought with a large enough effect; inconclusive = small, poorly fitted or top-dose-only effect, or another doubt; inactive = no such curve, though single readings can be large; an effect the other way counts as inactive or inconclusive. Unless noted, % is scaled to controls: 0 for no effect and ±100 for the full control effect. Only part of the results is shown (hit frequency here may not be typical).

| SMILES | GPT2 inh | Luciferase inh | HEK293 tox | SNCA expr inh | NIH3T3 tox | HEK293 viab | IP6K1 inhibitor |
| --- | --- | --- | --- | --- | --- | --- | --- |
| CCn1nccc1C(=O)N1C[C@@H](COCC2CC2)[C@H](c2ccncc2)C1 | 0% | 2% | 5% | -13% | -5% | -3% | -10 |
| CC(=O)Nc1ccc(C(=O)NC2CCN(c3cc(-c4ccc(Cl)cc4)[nH]n3)CC2)cc1 | -4% | 8% | 32µM* | ? | 22µM* | ? | 18 |
| Nc1ncnc2c1ncn2CCNCCCCCO | 1% | . | . | . | . | 9% | 9 |
| O=C(Cc1ccc2c(c1)OCO2)N1CCNc2cnc(Nc3cccc(C(F)(F)F)c3)nc2C1 | i | -6% | ? | ? | ? | -5% | -9 |
| CCCSc1ncc(Cl)c(C(=O)Nc2c(C(=O)c3ccc(C)cc3)oc3ccccc23)n1 | . | . | . | 43%[activator] | . | -4% | 12 |
| COc1ccc(NC(=O)CCC2CCCN(S(=O)(=O)c3ccc(C)cc3)C2)c(OC)c1 (stereo not given) | i | 13% | ? | -8% | ? | -5% | 1 |
| COc1ccc(S(=O)(=O)Nc2ccc(C)n(CC(=O)NCc3ccccc3)c2=O)cc1 | -3% | -3% | 4% | -14% | 2% | -7% | 4 |
| Cc1ccc(CN(C(=O)c2ccco2)c2ccc(CC(=O)NC(C)C)cc2)cc1 | 2% | -16% | ? | 6% | ? | 6% | -14 |
| O=C1CN(S(=O)(=O)Cc2ccccc2)CC2(CCCCC2)N1CC1CC1 | i | . | ? | -16% | -28% | ? | 2 |
| COc1ccc(C2=C(C)C(N3CCC(C(=O)Nc4ccccc4F)CC3)=NS2(=O)=O)cc1 | . | . | . | 37%[activator] | . | 0% | -6 |
| C=CCNC(=O)C[C@@H]1CCN(S(=O)(=O)c2ccccc2)C[C@@H]1CC | i | -7%[172 µM] | 1%[172 µM] | -24%[87.6 µM] | 2%[174 µM] | 7%[87.6 µM] | -8 |
| Cc1ccccc1NC(=O)c1c(NC(=O)c2ccccc2F)sc2c1CCC(C)C2 (stereo not given) | . | . | . | -22% | . | 6% | -11 |
| CC(C(=O)NC1CC1)N1C(=O)COc2ccc(C(=O)COc3cccc(Cl)c3)cc21 (stereo not given) | -2% | -20% | ? | 17% | ? | -15% | 20 |
| CN1CC(=O)N(c2ccccc2F)Cc2c1ncnc2N1CCN(c2ccccn2)CC1 | -7% | 0% | -25% | -9% | ? | -18% | 0 |
| CCOc1ccc(-c2nc(Cn3c(=O)cc(-c4ccccc4)c4c(C)nn(C)c43)c(C)o2)cc1OC | . | . | . | 21% | . | -3% | 19 |
| O=C(NC1CCCCC1)C1(CCO)CC12CCOCC2 (stereo not given) | i | . | 0% | 1% | -6% | 16% | 20 |
| CCN(CC)c1ccc(NC(=O)CCS(=O)(=O)c2cc3c(cc2Cl)NC(=O)CO3)c(C)c1 | . | . | . | -15% | . | 13% | -8 |
| Cc1nc2n(n1)CCN(C(=O)c1ccc(Cl)cc1)C2 | -20%[88.5 µM] | . | 4%[172 µM] | -5%[87.6 µM] | i | 7%[87.6 µM] | -11 |
| Cn1nc2c(c1NC(=O)Cn1nc3c(cc1=O)CCCC3)CSC2 | 0% | -13% | 8% | 13% | i | 5% | 11 |
| CCOc1ccccc1NC(=O)C1CCCN(S(=O)(=O)c2c(C)[nH]c(=O)[nH]c2=O)C1 (stereo not given) | . | . | . | 12% | . | 4% | -19 |
| Cc1cc(C(=O)N2CCc3nnc([C@@H]4C[C@@H](O)CN4C)n3CC2)n(C)n1 | i | 2% | 0% | -12% | i | 0% | -8 |
| O=C(c1ccc(Cl)cc1)N1CCC2(C1)C(=O)Nc1ccccc12 (stereo not given) | -10% | . | -28% | 0% | ? | -4% | -19 |
| COc1ccc(Nc2oc(/C=C/c3ccccc3OC)nc2C#N)cc1 | . | . | . | 98%[activator] | . | ? | -8 |
| COc1cccc(CNC(=O)Cn2cccc2-c2nc(-c3ccc(OC)c(F)c3)no2)c1 | i | 4% | ? | -5% | 0% | 6% | -3 |
| O=C(Cc1cccc(Cl)c1)N1CCCC(n2cc(-c3nc(-c4ccccc4)no3)nn2)C1 (stereo not given) | i | ? | ? | 70%[activator] | ? | -10% | 6 |
| CSc1ccc(-c2cccc(C(=O)NCC(=O)NCc3ccc4c(c3)OCO4)c2)cc1 | i | . | ? | -5% | -34% | -18% | 0 |
| CCOCC1(c2nc3c([nH]2)CCCNC3=O)CCC1 | 2%[11.5 µM] | 3% | -1% | -19% | 0% | -2% | 6 |
| COc1ccc(CCNC(=O)c2cc(C)nc3c2c(C)nn3-c2ccc(C)cc2)cc1OC | . | . | . | 17% | . | -2% | 5 |
| NCc1cccc(-c2cccc(Cl)c2)c1 | -9%[88.5 µM] | . | ? | 22%[87.6 µM] | 89µM* | 0%[87.6 µM] | -6 |
| Cn1c(=O)c2c(nc(Oc3ccc(C#N)cc3)n2Cc2ccc(Cl)cc2Cl)n(C)c1=O | . | . | . | -8% | . | 8% | -8 |
| COc1ccccc1NC(=O)Cn1c(=O)c(-c2noc(C)n2)c2n(c1=O)CCCC2 | -2% | 1% | -3% | 48%[activator] | i | 9% | 33 |
| O=C(NCCN1CCCC1)C1CN(S(=O)(=O)c2cccs2)CC12CCCCC2 (stereo not given) | -5% | 3% | -1% | 2% | -3% | -1% | 15 |
| O=C(Cc1c[nH]c2ccccc12)N1CCC(N2C(=O)C(O)C23CCCCC3)CC1 (stereo not given) | -4% | 3% | -11% | 7% | i | 10% | -10 |
| O=C1NC(=NC2CCCCC2)C2(CCN([S+](=O)([O-])c3ccccc3)CC2)N1c1cc(F)cc(F)c1 | -19% | . | -11% | 7% | -11% | 0% | -8 |
| O[C@@H]1C[C@@H](c2nc(-c3ccccn3)no2)N(Cc2cccc(OC(F)(F)F)c2)C1 | -11%[88.5 µM] | ? | ? | 92%[activator][87.6 µM] | -21%[138 µM] | -2%[87.6 µM] | 4 |
| Cc1cccc(NC(=O)N2CC(c3nnc(-c4ccncc4)o3)C3(CCOCC3)C2)c1C (stereo not given) | 1% | 4% | -4% | -22% | 0% | -11% | 3 |
| Cc1ccc(S(=O)(=O)c2cn(CC(=O)Nc3ccc(F)cc3)c3cc4c(cc3c2=O)OCO4)cc1 | . | . | . | -6% | . | 7% | 0 |
| COc1ccc(-c2cc(-c3ccc4cn[nH]c4c3)cn3cncc23)cc1 | i | ? | 71µM* | -25%[87.6 µM] | 79µM* | -10%[87.6 µM] | 0 |
| CCOC(=O)c1cccc(NC(=O)C2Cc3ccccc3N2C(=O)c2ccccc2)c1 (stereo not given) | . | . | . | ? | . | -13% | 0 |
| Cc1c(C(=O)NCc2cncn2CC(C)C)oc2c(F)cccc12 | -8% | 6% | ? | -10% | ? | 0% | 41 |
| CN1C(=O)C2(CCN(C(=O)CCC3CCCCC3)CC2)c2ccccc21 | ? | 11% | 45µM* | -10% | ? | -20% | 3 |
| CC(C)CN1C(=O)CO[C@H](c2ccc(NC(=O)c3ccccc3)cc2)[C@H]1CO | i | -14%[172 µM] | 100µM* | -10%[87.6 µM] | ? | -7%[87.6 µM] | -6 |
| COc1ccc(Cn2c(=O)[nH]c3cc(C(=O)N4CCN(c5cccc(OC)c5)CC4)ccc3c2=O)cc1 | . | . | . | 29% | . | 8% | -1 |
| COCCN1CCCCCC(O)c2cc(C(=O)NCCN3CCCCC3)ccc21 (stereo not given) | i | -2% | -3% | -5% | -23% | 5% | -1 |
| Cn1cccc1C(=O)N1CCCC(c2nc(-c3ccccc3)no2)CCNC(=O)CC1 (stereo not given) | 0% | 3% | ? | 4% | -6% | 0% | -2 |
| CCS(=O)(=O)N1CCCN(C(=O)C2CC2)C(c2ccccc2)CC(=O)NCC1 (stereo not given) | 4% | -11% | 0% | -1% | -9% | 3% | 10 |
| Cc1ccccc1CN1C(=O)c2ccccc2S(=O)c2ccc(C(=O)NCc3ccco3)cc21 (stereo not given) | . | . | . | -15% | . | 0% | -6 |
| COc1cccc(-c2cc(C(=O)NCC(F)(F)F)c3cnn(C)c3n2)c1 | . | . | -25% | . | ? | . | 10 |
| CCN1CCC2(CC1)Cc1ccccc1CN(C(=O)CCCC(=O)O)C2 | -23% | . | 0% | 16% | -11% | 9% | 17 |
| COc1ccc(-c2cc(C(F)(F)F)n3nc(-c4ccc(Cl)cc4)cc3n2)cc1OC | . | . | . | 12% | . | 18% | 6 |

Following part
| SMILES | GPT2 inh | Luciferase inh | HEK293 tox | SNCA expr inh | NIH3T3 tox | HEK293 viab | IP6K1 inhibitor |
| --- | --- | --- | --- | --- | --- | --- | --- |
| Cc1ccc(C)c(S(=O)(=O)c2nnn3c2nc(N2CCCCC2)c2sccc23)c1 | . | . | . | -13% | . | -15% | -9 |
| O=C(CN1CC2CC(C1)[C@H]1CCCC(=O)N1C2)NCCCN1CCCc2ccccc21 (stereo not given in full) | -15% | 4% | ? | 11% | ? | 0% | -2 |
| O=C(C1=CCN2c3c(cccc31)OC[C@H]2CN1CCOCC1)c1cccc2ccccc12 | i | . | . | . | . | -15% | 10 |
| Cc1ccc(C)c(Cn2c(C(C)NC(=O)c3ccccc3)nc3ccccc32)c1 (stereo not given) | . | . | . | -11% | . | -1% | -19 |
| Cc1cc2c(c(=O)n(-c3ccccc3)c(=O)n2CC(=O)Nc2ccccc2C(F)(F)F)n1C | 1% | 2% | 11% | -2% | 0% | ? | -7 |
| COc1ccc(C(=O)N2CCCC3(CCC(=O)N(Cc4ccncc4)C3)C2)o1 (stereo not given) | 4% | 0% | -3% | 3% | -24% | 2% | -2 |
| O=C(NCCc1ccc(Cl)cc1)C1CCCN(Cc2cccc(-c3ccsc3)c2)C1 (stereo not given) | . | . | 22µM* | . | 14µM* | . | -5 |
| O=C(NC1CCN(c2nccc(Nc3ccccc3F)n2)CC1)c1ccc(Cl)nc1 | i | . | ? | 10% | ? | 6%[12.5 µM] | -1 |
| O=C(Nc1cccnc1)c1ccc2c(c1)OCCN(c1ccccc1)C2 | i | ? | ? | 14%[87.6 µM] | ? | -11%[87.6 µM] | -12 |
| CCOc1ccccc1CN1CCC2(CCN(C(=O)Cc3cccc(Cl)c3)CC2)Oc2ccccc21 | i | -29% | -18% | -1% | -12% | -2% | -8 |
| Cc1cccn2c(=O)c3cc(C(=O)NCCc4ccc(S(N)(=O)=O)cc4)n(C)c3nc12 | . | . | . | 33%[activator] | . | 7% | 6 |

Whole records, looked up by structure. Order of screens: GPT2 inh, Luciferase inh, HEK293 tox, SNCA expr inh, NIH3T3 tox, HEK293 viab, IP6K1 inhibitor
Cc1cccn2c(=O)c3cc(C(=O)NCCc4ccc(S(N)(=O)=O)cc4)n(C)c3nc12 in the list: ., ., ., 33%[activator], ., 7%, 6
O[C@@H]1C[C@@H](c2nc(-c3ccccn3)no2)N(Cc2cccc(OC(F)(F)F)c2)C1 in the list: -11%[88.5 µM], ?, ?, 92%[activator][87.6 µM], -21%[138 µM], -2%[87.6 µM], 4
O=C(CN1CC2CC(C1)[C@H]1CCCC(=O)N1C2)NCCCN1CCCc2ccccc21 (stereo not given in full) in the list: -15%, 4%, ?, 11%, ?, 0%, -2

Screening data deposited in PubChem by National Center for Advancing Translational Sciences (NCATS).
